Screening data as filed in PubChem BioAssay.
EPAC2 antag: qHTS for Antagonist of cAMP-regulated guanine nucleotide exchange factor 2 (EPAC2): primary screen; hit rate 0.18% among 360,000; EPAC2 GEF exchange of Rap1B-BODIPY-GDP, fluorescence; Rap guanine nucleotide exchange factor 4 (Homo sapiens), Q8WZA2; Potency, µM (series often up to 114 µM), without a hit: at the highest dose activity, negative = inhibition, hits mostly inhibitors; note: % is set by controls: 0 for no effect and ±100 for the full control effect; nearly all actives have a fitted effect of over 45% in size; many of its hits are not listed in these tables
Target sequence (Q8WZA2 whole entry, looked up): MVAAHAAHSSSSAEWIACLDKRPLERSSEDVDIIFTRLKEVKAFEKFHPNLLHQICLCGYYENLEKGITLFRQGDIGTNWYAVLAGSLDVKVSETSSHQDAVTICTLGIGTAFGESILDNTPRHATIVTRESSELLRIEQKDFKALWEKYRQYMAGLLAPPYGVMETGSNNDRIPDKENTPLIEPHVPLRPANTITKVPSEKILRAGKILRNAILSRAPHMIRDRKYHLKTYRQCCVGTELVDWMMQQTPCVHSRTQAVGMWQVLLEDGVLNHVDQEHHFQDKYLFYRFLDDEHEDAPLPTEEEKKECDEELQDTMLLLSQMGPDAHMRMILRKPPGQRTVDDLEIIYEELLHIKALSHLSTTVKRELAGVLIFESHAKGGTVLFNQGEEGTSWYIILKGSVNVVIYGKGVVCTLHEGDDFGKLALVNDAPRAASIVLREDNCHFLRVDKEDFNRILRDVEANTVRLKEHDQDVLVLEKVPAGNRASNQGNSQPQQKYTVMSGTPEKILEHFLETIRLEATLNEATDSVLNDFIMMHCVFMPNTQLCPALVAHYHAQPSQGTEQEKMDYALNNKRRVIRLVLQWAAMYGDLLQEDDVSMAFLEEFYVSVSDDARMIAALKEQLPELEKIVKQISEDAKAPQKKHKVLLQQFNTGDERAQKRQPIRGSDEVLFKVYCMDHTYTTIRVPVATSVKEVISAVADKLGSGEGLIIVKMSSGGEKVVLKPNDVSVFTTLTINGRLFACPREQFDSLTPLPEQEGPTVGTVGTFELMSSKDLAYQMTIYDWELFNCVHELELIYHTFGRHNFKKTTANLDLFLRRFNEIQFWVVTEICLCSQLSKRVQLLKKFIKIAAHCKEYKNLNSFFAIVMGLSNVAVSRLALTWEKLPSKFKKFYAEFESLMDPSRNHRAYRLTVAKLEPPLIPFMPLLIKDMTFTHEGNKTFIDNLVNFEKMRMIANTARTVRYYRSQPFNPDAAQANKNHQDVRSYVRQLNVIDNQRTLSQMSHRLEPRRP
Nrf2 activator: qHTS of Nrf2 Activators | AREc32 ARE-luciferase reporter (MCF7-derived line), luminescence, 24 h | hit rate 0.31% among 410,000 | Potency, µM (titrated, usually from 46.1 µM), for inactives: at the highest dose activation, hits mostly activators; note: % of control where 0% means no effect; nearly all actives have a fitted effect of over 65% in size
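Quantitative high-throughput format: AREc32 reporter cells, 1000 per well, received compound by pin transfer and were incubated 24 hr at 37 deg C, 5% CO2, before Steady-Glo luminescence detection.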
S2 tox: Viability Counterscreen for Primary qHTS for Inhibitors of ATXN expression; S2 cells (HEK-293 line with an ATXN2-luciferase reporter) viability, CellTiter-Fluor protease fluorescence, 24 h; Potency, µM (top dose mostly 56.7 µM), actives largely listed as cytotoxic; hit rate 0.49% among 400,000; note: nearly all actives have a fitted effect of over 40% in size
ATXN2 expr inh: Primary qHTS for Inhibitors of ATXN expression | Potency, µM (highest dose often 57 µM), inactives show at the top dose activity change, negative = inhibition, most hits filed as inhibitors | HEK-293 ATXN2-luciferase reporter, luminescence, 24 h | hit rate 0.72% among 360,000; note: % is set by controls: 0 for no effect and ±100 for the full control effect; nearly all actives have a fitted effect of over 55% in size
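ATXN2-luciferase reporter cells (luciferase flanked by upstream and downstream ATXN2 gene portions) were treated 24 h at 37 °C with compounds at up to 57 uM. SteadyGlo luminescence gave expression; GF-AFC fluorescence gave viability.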
Nrf2 block: Nrf2 qHTS screen for inhibitors. Potency, µM (top dose mostly 46 µM), without a hit: at the highest dose activity change, negative = inhibition, usual class: inhibitors. hit rate 2.1% among 360,000. A549 ARE-Fluc reporter, luciferase luminescence, 18-24 h; note: % is set by controls: 0 for no effect and ±100 for the full control effect; nearly all actives have a fitted effect of over 60% in size
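Quantitative HTS in A549 cells stably bearing an antioxidant response element-firefly luciferase construct. Inhibition of Nrf2-driven transcription was scored by luminescence after 18-24 h of compound exposure at 37 °C.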
TGFb inhibitor: qHTS for Inhibitors of TGF-b | HepG2 CAGA-GFP TGF-b/SMAD3 reporter, GFP fluorescence, 18 h; TGF-beta stimulated, 500 pg/mL final | Potency, µM (top dose mostly 46.1 µM), for the others: top-dose activity, negative = inhibition, most hits filed as inhibitors | hit rate 1.2% among 410,000; note: % is set by controls: 0 for no effect and ±100 for the full control effect; nearly all actives have a fitted effect of over 65% in size
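TGF-beta reporter screen: HEPG2 CAGA-GFP, 1% FBS, 500 pg/mL TGF-beta final, 18 h; per-cell GFP summed per well; curves fitted and categorized by class.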
HepG2 tox: qHTS for Inhibitors of TGF-b: Cytotox Counterscreen; HepG2 CAGA-GFP viability, ATP luminescence, 18 h; AID 588856, 2011; Potency, µM (series often up to 46.1 µM), for the others: at the highest dose activity change, negative = cytotoxicity, actives largely listed as cytotoxic; hit rate 0.76% among 410,000; note: some results filed as inactive show a strong effect at the top dose
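HepG2 CAGA-GFP cells (1000/well, DMEM with 1% FBS) received compound, then TGF-beta at 500 pg/mL final, and were incubated 18 hours at 37 degrees C. Viability was read by CellTiter-Glo luminescence. Media-only wells were set as complete cell-killing and DMSO as no toxicity.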
A549 tox: Nrf2 qHTS screen for inhibitors: counterscreen for cytotoxicity; A549 ARE-Fluc cells, CellTiter-Fluor viability, 18-24 h; Potency, µM (titrated, usually from 46 µM), for the others: at the highest dose activity change, negative = cytotoxicity, usual class: inhibitors; AID 504648, 2011; hit rate 0.16% among 390,000; note: % is set by controls: 0 for no effect and ±100 for the full control effect
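Cytotoxicity counterscreen: CellTiter-Fluor fluorescence was measured in A549 ARE_Fluc cells after 18-24 h of compound exposure in a concentration series. The subsequent BugLite luminescent read reports ARE-luciferase activity.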
MCF10A rereplic: A quantitative high throughput screen for small molecules that induce DNA re-replication in MCF 10a normal breast cells; MCF 10A DNA re-replication, Hoechst nuclear intensity, 48 h; hit rate 2.9% among 350,000; Potency, µM (highest dose often 46.1 µM), without a hit: at the highest dose activity, positive = re-replication, actives largely listed as activators; note: % of control where 0% means no effect; nearly all actives have a fitted effect of over 50% in size
* hit, by the source's call; i = inactive; ? = inconclusive; · = not tested or not shown; & = joins results of further samples. Calls come from the whole dose curve; as a rule, active = well fitted curve in the direction sought with a large enough effect; inconclusive = small, poorly fitted or top-dose-only effect, or another doubt; inactive = no such curve, though single readings can be large; an effect the other way counts as inactive or inconclusive. Potency is the fitted concentration of half-maximal effect. The list is partial; rates above refer to the full screens.

Order of values – Nrf2 block | S2 tox | HepG2 tox | EPAC2 antag | ATXN2 expr inh | MCF10A rereplic | Nrf2 activator | A549 tox | TGFb inhibitor
COc1ccc(-c2noc(CNC(=O)c3ccc(OC)cc3OC)n2)cc1
 : ? | · | -18% | · | · | · | 0.7% | 2% | ?
COc1ccc(OC)c(-c2nc(C(=O)NCC3CCCO3)cc3c2[nH]c2ccccc23)c1 (configuration not stated)
 : ? | i | -35% | 5% | -22% | -6% | 4.5% | -2% | 5%
CC12COC3(C(=O)Nc4ccc(F)cc4)CC1CCC32C (configuration not stated)
 : -9% | i | -4% | -6% | -5% | 11% | -0.5% | 7% | 2%
Cc1ccc(NC(=O)c2ccc(CN3CC(=O)N4CCCCC4C3=O)cc2)c(C)c1 (configuration not stated)
 : -9%&9% | i | -16%&2% | 2% | -4% | 7% | 0.1%&-0.3% | 0%&-1% | 9%&0%
COc1cc(-c2nc3ccc(C)cn3c2Nc2ccc(Cl)cc2)ccc1O
 : -26% | 16µM* | 16µM* | · | ? | · | -3.7% | ? | ?
COc1ccc(CCNC(=O)CCCn2ncn3c(cc4occc43)c2=O)c(OC)c1
 : 3% | i | 4% | 5% | 8% | ? | -0.4% | -7% | ?
Cn1cnnc1SCCC(=O)Nc1ccc(Cl)cc1
 : 14% | i | -2% | -1% | 25% | -3% | -0.8% | -13% | -1%
COc1ccc(CNC(=O)C(C)N2C(=O)COc3ccc(C)cc32)c(OC)c1 (configuration not stated)
 : -11% | i | 9% | 4% | -15% | -22% | 0.4% | 2% | 3%
O=C(Cn1nc(-c2ccc(Cl)cc2)c2ccccc2c1=O)NN1CCOCC1
 : 6% | i | -6% | -9% | -16% | -3% | 0.1% | 11% | 22%
CC/C(=N\NC(=O)c1c(-c2ccccc2)noc1C)c1ccc(C)o1
 : -14% | ? | -17% | 15% | -10% | 17% | -0.4% | -1% | -2%
CC(C)C(NC(=O)c1ccc(Cl)cc1)C(=O)O (configuration not stated)
 : -7% | i | -41% | -2% | -2% | 0% | 0.4% | -2% | 7%
CCOc1cccc2sc(N3CCN(C(=O)c4ccc5c(c4)CCCC5)CC3)nc12
 : · | · | -30% | · | · | · | -0.7% | -18% | ?
CCCCC(=O)NCCNc1nc2c(c(=O)n(C)c(=O)n2C)n1Cc1ccccc1
 : ? | i | -9% | 3% | -5% | 1% | -0.6% | -4% | -2%
COc1cc(C(=O)Nc2nnc(C)s2)cc(OC)c1OC
 : -5% | i | -45% | 7% | 2% | 0% | 4.9% | -14% | ?
O=C(O)c1[nH]c2ccccc2c1NS(=O)(=O)c1ccc(F)cc1
 : 10% | i | 2% | -10% | 22% | ? | 3.5% | 1% | -7%
CCCCn1nnnc1C(c1cccc(OC)c1OC)N1CCN(C/C=C/c2ccccc2)CC1 (configuration not stated)
 : · | ? | -13% | 5% | -29% | · | 1.3% | · | ?
CCN(CC)c1ccc(C(=O)NNC(=O)C2CCN(c3ncnc4sc(C)c(C)c34)CC2)cc1
 : · | i | -34% | ? | · | · | 0.4% | · | -20%
CCOC(=O)CSc1nc2ccc(Nc3nc(N4CCOCC4)nc(N4CCOCC4)n3)cc2s1
 : -15% | i | 5% | 0% | 1% | 1% | 0.3% | -3% | 3%
CCCCCCCCNS(=O)(=O)CCNCCc1ccccc1
 : 14% | i | -95% | -20% | -35% | ? | 0.8% | 0% | ?
CC12CCC(C(=O)N(CCCN3CCN(Cc4ccccc4)CC3)C1=O)C2(C)C (configuration not stated)
 : 11% | i | -1% | 6% | -2% | ? | 0.2% | 2% | ?
CCOC(=O)c1ccc(Nc2ccc([N+](=O)[O-])cn2)cc1
 : 10% | i | 7% | 0% | 10% | 0% | -0.2% | -4% | -9%
CC1=C(C)CC(C(=O)NCc2ccccn2)C(C(=O)O)C1 (configuration not stated)
 : -10% | i | 0% | 4% | -4% | -2% | 1.0% | -2% | -4%
O=C(COc1ccccc1)N=C1SC2CS(=O)(=O)CC2N1CCc1ccccc1 (configuration not stated)
 : -10% | i | -14% | -2% | -8% | 3% | -0.3% | 4% | -4%
CN(C)c1cccc(C(=O)NCc2ccc3c(c2)OCO3)c1
 : 24% | i | -8% | 1% | 20% | 17% | 5.0% | 6% | -2%
CCOC(=O)C(C)N1N=C(/C=C/c2ccc(C)cc2)CCC1=O (configuration not stated)
 : -22% | i | -2% | -1% | -6% | 16% | -0.5% | 3% | 0%
O=C(NC(=S)Nc1ccc(CN2CCOCC2)cc1)c1cccc(F)c1
 : 15% | i | -15% | 15% | 6% | 2% | -0.5% | 3% | -6%
CSc1cc(C)nc(N(C)C(C)=O)n1
 : · | i | -30% | -7% | -6% | -4% | -0.7% | 10% | 5%
CC(C)Oc1ccc(C(=O)NC2CCS(=O)(=O)C2)cc1 (configuration not stated)
 : 8% | i | -3% | 2% | 8% | -3% | 0.3% | -9% | -6%
NNc1nnnc2c1sc1nc(N3CCOCC3)c3c(c12)CCCC3
 : 3% | i | -12% | 12% | · | -2% | 0.2% | -15% | -19%
O=C(NCCO)/C(=C\c1ccc([N+](=O)[O-])o1)NC(=O)c1ccccc1
 : ? | i | -19% | 9% | -37% | 13% | 14% | -23% | -11%
COc1ccc(N2CCCCn3c2nc2c3c(=O)n(C)c(=O)n2C)cc1
 : ? | i | -33% | -3% | -1% | 8% | -0.3% | 0% | -12%
CC(C)(C)S(=O)(=O)N1Cc2cc(=O)n(Cc3ccccc3)c(CCO)c2[C@H]1CCO
 : -7% | i | 0% | 10% | 0% | 2% | 1.7% | 3% | -7%
Cc1cc(NC(=O)CCC(=O)N(c2ccccc2)C(C(=O)NC2CCCC2)c2ccccc2F)no1 (configuration not stated)
 : 5% | i | 2% | -5% | 16% | -5% | 2.2% | -5% | -22%
COc1ccc(/C=N/Nc2ccc(C(F)(F)F)cc2[N+](=O)[O-])cc1O
 : 2% | i | 9% | -6% | -4% | -1% | -0.2% | ? | 3%
COC(=O)C1=C(C)N(C)C(=S)NC1c1c(OC)ccc2ccccc12 (configuration not stated)
 : 5% | ? | -30% | 9% | -10% | 1% | 0.9% | 12% | -7%
CCN1/C(=C/c2cccc[n+]2C)Sc2ccc(OC)cc21
 : 5.8µM* | i | -18% | 12% | · | 19% | -1.8% | -3% | 4µM*
Cc1ccc(CNC(=O)CN2CCC(C(N)=O)CC2)cc1
 : -16% | i | -13% | -2% | -4% | 8% | 0.0% | 13% | -3%
Cc1ccc(S(=O)(=O)NC[C@H]2O[C@@H](n3ccc(N)nc3=O)[C@H](O)[C@@H]2O)s1
 : · | i | -8% | 7% | -1% | · | -1.1% | · | 2%
O=C(NCc1ccco1)C1CCN(C(=O)Cc2ccccc2)CC1
 : -6% | i | 7% | -4% | 1% | -7% | -0.9% | -13% | 14%
O=C(N/N=C/c1cccc2ccccc12)c1ccc(CN2CCOCC2)cc1
 : ? | i | 2% | 2% | -22% | 6% | 0.4% | 2% | 0%
CCC(c1nnnn1-c1c(C)cccc1C)N1CCN(c2ccc(C(F)(F)F)cc2[N+](=O)[O-])CC1 (configuration not stated)
 : · | i | · | 8% | 0% | · | 2.9% | · | ·
CC(C)(C)c1ccc(C(=O)NNC(=S)NC(=O)c2cccnc2)cc1
 : -6% | i | -9% | -1% | ? | 9% | 0.3% | -17% | -1%
O=C(CSc1nnc(NC(=O)c2ccco2)s1)Nc1ccc(F)cc1
 : ? | i | 6% | 2% | · | ? | 0.1% | -8% | 13%
CCN(CC1CCCO1)C(=O)c1cc(COc2cc(C)c(Cl)c(C)c2)on1 (configuration not stated)
 : ? | i | -2% | -14% | 2% | ? | 3.5% | 4% | -24%
COc1ccccc1N1CCN(C(CNS(=O)(=O)c2cccs2)c2cccnc2)CC1 (configuration not stated)
 : 6% | i | -7% | 3% | 5% | 4% | -0.4% | 6% | -14%
C=CCNc1oc(-c2ccc(-c3ccccc3)cc2)nc1C#N
 : -16% | ? | -39% | 11% | ? | ? | 0.2% | 0% | 10µM*
O=C(O)C[C@H]1c2cc(C(F)(F)F)ccc2S(=O)(=O)N1Cc1ccccc1
 : -14% | i | -1%&14% | -7% | 9% | 22% | -1.2% | 19% | -16%&-9%
COc1ccc(C(=O)NCCCNC(=O)c2cc3ccccc3[nH]2)cc1OC
 : -14% | i | -15% | -13% | · | -3% | 0.3% | 14% | -9%
O=C(Nc1cccc(F)c1)/C(=C/c1ccco1)NC(=O)c1ccco1
 : -21% | i | -45% | 2% | -5% | -1% | ? | 1% | -13%
C/C(Cc1ccccc1)=N\NC(=O)CNC(=O)c1ccc(Cl)cc1Cl
 : 6% | i | -23% | -9% | 10% | 0% | 0.0% | 1% | -13%
Nc1nncn1C(=O)c1cccs1
 : 1% | i | -15% | -7% | -6% | 13% | 4.5% | -2% | -3%
CCCCC(=O)Nc1ccc(NC(=O)CCCC)nc1
 : 13% | i | 1% | 1% | 7% | -10% | -0.7% | 0% | 0%
O=C(COc1ccc(Cl)cc1)Nc1ccc2nc(SCC(=O)N3CCOCC3)sc2c1
 : ? | · | 0% | · | · | · | 0.6% | -7% | 0%
Cc1ccccc1CS(=O)(=O)c1cnc2ccccc2n1
 : -13% | i | -24% | -6% | -6% | 18µM* | 8.9µM* | 0% | ?

Structural class, those above containing a COOH group (4)
Order of values – Nrf2 block | S2 tox | HepG2 tox | EPAC2 antag | ATXN2 expr inh | MCF10A rereplic | Nrf2 activator | A549 tox | TGFb inhibitor
CC(C)C(NC(=O)c1ccc(Cl)cc1)C(=O)O (configuration not stated)
 : -7% | i | -41% | -2% | -2% | 0% | 0.4% | -2% | 7%
O=C(O)c1[nH]c2ccccc2c1NS(=O)(=O)c1ccc(F)cc1
 : 10% | i | 2% | -10% | 22% | ? | 3.5% | 1% | -7%
CC1=C(C)CC(C(=O)NCc2ccccn2)C(C(=O)O)C1 (configuration not stated)
 : -10% | i | 0% | 4% | -4% | -2% | 1.0% | -2% | -4%
O=C(O)C[C@H]1c2cc(C(F)(F)F)ccc2S(=O)(=O)N1Cc1ccccc1
 : -14% | i | -1%&14% | -7% | 9% | 22% | -1.2% | 19% | -16%&-9%
